AID inhibitor: activation induced cytidine deaminase inhibition; 91,000 tested, 0.32% active; AID deamination FRET fluorescence, UDG-coupled, 4 h; AID 1347428; Potency, µM (highest dose often 115 µM), without a hit: top-dose activity change, negative = inhibition, hits mostly inhibitors; Q9GZX7; further: nearly all actives have a fitted effect of over 25% in size
Target sequence (Q9GZX7 whole entry, looked up): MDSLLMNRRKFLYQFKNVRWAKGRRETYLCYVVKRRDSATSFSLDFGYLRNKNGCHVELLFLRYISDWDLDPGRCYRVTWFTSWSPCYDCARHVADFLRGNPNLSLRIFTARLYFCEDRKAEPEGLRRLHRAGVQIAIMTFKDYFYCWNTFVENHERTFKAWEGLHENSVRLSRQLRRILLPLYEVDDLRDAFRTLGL
UDG counter: UDG inhibition counter-screen. AID 1347430. Potency, µM (top dose mostly 115 µM), for inactives: top-dose activity change, negative = inhibition, usual class: inhibitors. 91,000 tested, 0.14% active. FRET deamination/UDG coupled assay, UDG read, 4 h; further: nearly all actives have a fitted effect of over 65% in size
Active calls of the source: *; u = inconclusive; & = joins results of further samples; [ ] = remark or other dose. The call rests on the fitted dose curve; in most records, active means well fitted curve in the direction sought with a large enough effect; inconclusive means small, poorly fitted or top-dose-only effect, or another doubt; inactive means no such curve, though single readings can be large; an effect the other way counts as inactive or inconclusive. On the % scale 0 is the no-effect control and ±100 the full control effect; potency means the concentration at half of the fitted maximal effect. Some of the compounds tested. The share of hits here may be higher or lower than overall.

Each structure is followed by: AID inhibitor | UDG counter
O=C(Nc1ccc(Cl)cc1C(F)(F)F)c1ccc(-c2ccccc2)cc1
→ -5% | 0%
Cc1ccc(Cl)cc1NC(=O)CCCn1c(=O)c2cccn2c2cccnc21
→ 2% | 12%
O=C(Nc1ccccc1C(F)(F)F)c1cc2nc(-c3ccccc3)cc(-c3ccccc3)n2n1
→ 37%[activator] | -13%
Cc1cccc(Oc2coc3cc(OC(C)C(=O)OCCC(C)C)ccc3c2=O)c1 (configuration not stated)
→ -8% | -11%
COC(=O)c1cc(NC(=O)CCc2c(C)nc3c(c(C)nn3C(C)(C)C)c2C)cc(C(=O)OC)c1
→ -11% | -9%
N#Cc1nc(C2CC2)oc1N1CCN(CC(=O)NC(=O)NC2CC2)CC1
→ -7% | -3%
O=C(O)c1ccc(-c2ccc(Br)cc2)s1
→ -12% | 10%
Cc1ccc(NC(=O)Cn2c(=O)oc3cc(S(=O)(=O)N4CCCC4)ccc32)cc1F
→ -17% | 1%
Cc1ccc(-n2c(SCC(=O)NCc3ccccc3)nc3n[nH]c(C)c3c2=N)cc1Cl
→ 3% | 1%
CCN(C(=O)CCc1nc(-c2ccc(C)cc2)no1)c1cccc(C(F)(F)F)c1
→ u | -16%
O=C(Nc1cc(Cl)ccc1Cl)c1cc(S(=O)(=O)N2CCCc3ccccc32)ccc1F
→ 36%[activator] | 1%
CCCCN(CC)C(=O)c1cc2c(=O)n3ccccc3nc2n1C
→ 1% | 4%
CN(CC(=O)Nc1cc(C(F)(F)F)ccc1Cl)C1CCc2ccccc21 (configuration not stated)
→ -14% | -4%
CCOC(=O)N1CCc2c(sc3c2c(=O)n(Cc2ccccc2)c(=O)n3CC(=O)Nc2cccc(CC)c2)C1
→ -4% | -6%[57.5 µM]
CC1(C)C(=O)Nc2ccccc2N1C(=O)COC(=O)c1cnccn1
→ 0% | 3%
CC(NC(=O)c1nn(Cc2ccccc2)c(=O)c2ccccc12)c1ccco1 (configuration not stated)
→ -25% | -3%
Cc1nc(CCNC(=O)c2scnc2C)cs1
→ 6% | 4%
Cc1nc2c(C(=O)NCCc3ccc(Cl)cc3)cnn2c(C)c1Cc1ccc(F)cc1
→ u | -18%
CCN(CC)C(=O)C1CCCN(c2ncnc3c2nc2n3CCCCC2)C1 (configuration not stated)
→ 23%[57.5 µM] | -5%[57.5 µM]
COC(=O)C(C)N1C(=O)S/C(=C\c2ccccc2C)C1=O (configuration not stated)
→ -1% | 2%
O=C(Sc1ccc(Sc2ccc(SC(=O)c3ccco3)cc2)cc1)c1ccco1
→ -24% | 7%
CCCCCCn1nc(C(=O)Nc2ccc(OC)c(Cl)c2)c2ccccc2c1=O
→ -11% | -13%
CC(=O)N1CCCc2cc(S(=O)(=O)N(C)CC(=O)Nc3ccc(C)cc3C)ccc21
→ -3% | -4%
CCOC(=O)c1cc2c(=O)n3ccccc3nc2n(CCOC)c1=NC(=O)c1cc2ccccc2o1
→ 19% | 22%
O=S(=O)(c1ccc2c(c1)CCO2)N1CCN(Cc2ccccc2)CC1
→ -9% | 7%
C#CC[N+]1(CC#Cc2ccccc2)CCOCC1
→ 1% | -3%
Nc1nccnc1C(=O)NCCNc1cnccn1
→ -6% | -3%
O=C(COC(=O)c1ccc2ccccc2n1)Nc1ccc(F)cc1
→ -7% | 6%
C=CC[C@H]1CC=C[C@H](CC=C)N1
→ 6% | 5%
CC(=O)c1ccc(N2CCN(c3ncnc4onc(C)c34)CC2)cc1
→ 12% | -6%
O=C(C1CCN(S(=O)(=O)c2ccc(Br)s2)CC1)N1CCN(c2cccc(Cl)c2)CC1
→ -13% | -15%[57.5 µM]
COc1ccccc1CNC(=O)C(Cc1ccccc1)NS(=O)(=O)c1ccc2c(c1)oc(=O)n2C (configuration not stated)
→ 24% | 19%
Cc1c(C(=O)N(C)C)sc2c1c(=O)n(-c1ccccc1C(F)(F)F)c(=O)n2Cc1ccccc1C#N
→ 120%[activator] | -5%
O=C(C(c1ccccc1)c1ccccc1)N(Cc1ccccc1)C1CC1
→ -3% | 3%
N#CC1=C(SCC(=O)Nc2ccccc2)NC(=O)C(C#N)C12CCCC2 (configuration not stated)
→ 3% | 3%
CCc1cc(=O)oc2c(C)c(OCC(=O)Nc3ccc(S(=O)(=O)N(CC)CC)cc3)ccc12
→ -7% | 1%
Cc1ccc(CN2c3ccccc3-c3nc(SCC(=O)NCCc4ccccc4)ncc3S2(=O)=O)cc1
→ 33%[activator] | -13%
COc1ccc(C2CC(=O)N(CC(=O)Nc3ccc(C)c(Cl)c3)c3ccccc3S2)cc1OC (configuration not stated)
→ -11% | -2%
COc1ccc(CNC(=O)CC2CCN(C(=O)c3ccc4nc(-c5ccc(C)cc5)oc4c3)CC2)cc1
→ u | -13%
COc1cc(C(=O)Nc2ccc3c(c2)NC(=O)C(C)O3)cc(OC)c1OC (configuration not stated)
→ 5% | 2%
CCc1ccc(NC(=O)CCCc2nnc3n(CC(C)C)c(=O)c4sccc4n23)cc1
→ -14% | 0%
Cc1nnc(SCc2nc(-c3ccc(Cl)cc3)no2)n1-c1ccc(F)cc1
→ u | 79µM*
CN1CCN(c2nc3ccccc3nc2NS(=O)(=O)c2ccc(Br)cc2)CC1
→ 13% | 2%
CC(=O)c1cccc(NC(=O)CSc2nnc3ccc(-c4ccc(C)cc4)nn23)c1
→ u | 1%&-7%
COc1ccc(C)cc1NC(=O)CSc1nc(=O)[nH]c2c1CCCC2
→ 2% | -2%
CC(C)NC(=O)/C=C/c1ccc([N+](=O)[O-])cc1
→ 2% | -10%
CCn1cc(C(=O)NCCc2ccc(Cl)cc2)c(=O)c2cc(S(=O)(=O)N(C)C3CCCCC3)ccc21
→ -23% | -7%
O=S(=O)(NCc1nc2cccnc2n1Cc1ccc(F)cc1)c1ccc(Cl)s1
→ 9% | 4%
CCc1ccc(CNc2ccc3c(c2)ncn3C(C)(C)C)cc1
→ -3% | -9%
Cc1ccc(NC(=S)NCCC(c2ccccc2)c2ccccc2)cc1
→ -10% | -3%

Later entries:
Each structure is followed by: AID inhibitor | UDG counter
COc1cccc(C(=O)Nc2cccc(OCc3cc(=O)n4cccc(C)c4n3)c2)c1
→ -14% | u
O=C(Cn1c(-c2cccs2)cc2cc(F)ccc21)N1CCN(c2ccccc2)CC1
→ -4% | -5%
CN(C)c1ccc(NC(=O)Cn2c(SCc3ccc(F)cc3)nc3ccncc32)cc1
→ -16% | -23%
CC(C)Oc1ccc(CNC(=O)Cn2nc(N3CCN(c4ccccc4)CC3)ccc2=O)cc1
→ 7% | -16%[57.5 µM]
COc1cc(C2CC(=O)Oc3c2c(=O)[nH]c2ccccc32)cc(OC)c1OC (configuration not stated)
→ -1%&-17% | 1%&11%
COc1ccc2cc(CN(C)C(=O)CNC(=O)c3ccc(Cl)cc3Cl)ccc2c1
→ -20% | -3%
CCN1CCN(C(c2ccccc2Cl)c2sc3nc(-c4ccco4)nn3c2O)CC1 (configuration not stated)
→ 5% | -20%[57.5 µM]
COc1ccc(N2CCN(CCCNC(=O)c3sc4ncccc4c3-n3cccc3)CC2)cc1
→ -13% | -6%
CCOc1ccc(NC(=O)CN2CCN(CC(=O)Nc3ccc(OC)cc3)CC2)cc1
→ -9% | 1%
COC(=O)c1cnn(-c2ccc(C(=O)Nc3cc(OC)c(OC)c(OC)c3)cc2)c1N
→ 54%[activator] | -24%
CCC(C)(Nc1ccccc1)c1nnnn1-c1cccc(C)c1 (configuration not stated)
→ -10% | -8%
NCc1nc2cccnc2n1Cc1ccccc1Cl
→ 6% | -5%
COc1cccc(CN(C)CC(=O)Nc2cc(C)nn2-c2cc(C)ccc2C)c1
→ -2% | -3%
Cc1nc2nc(CNC(=O)c3cccc(F)c3)nn2c(C)c1CCC(=O)Nc1ccc(F)cc1
→ -7% | 1%[57.5 µM]
O=C(N/N=C/c1ccccc1F)C1CC1
→ -1% | -1%
O=C(NCc1ccc(Cl)cc1)NC1COc2ccccc2C1 (configuration not stated)
→ 10% | 0%
COc1ccc(NC(=O)C(NS(=O)(=O)c2cccc3nsnc23)C(C)C)cc1 (configuration not stated)
→ 10%[57.5 µM] | -13%[57.5 µM]
CC1CCCCC1OCCN(Cc1cccs1)CC1CCCO1 (configuration not stated)
→ -1% | 2%
COc1ccc(-c2nc3sc(CCNC(=O)c4ccc(C(C)(C)C)cc4)c(C)n3n2)cc1
→ -12% | -8%
O=C(c1ccc(Cl)cc1)N(Cc1ccco1)Cc1ccco1
→ 2% | 0%[57.5 µM]

Compound profiles (already shown). Screens in order: AID inhibitor | UDG counter
Entry for Cc1nc2nc(CNC(=O)c3cccc(F)c3)nn2c(C)c1CCC(=O)Nc1ccc(F)cc1 = -7% | 1%[57.5 µM]
Entry for O=C(c1ccc(Cl)cc1)N(Cc1ccco1)Cc1ccco1 = 2% | 0%[57.5 µM]

Additional records
Each structure is followed by: AID inhibitor | UDG counter
CC(Sc1nc2ccccc2n1C)C(=O)NCc1ccc2c(c1)OCO2 (configuration not stated)
→ -12% | -11%
COc1ccc(C(C)=O)cc1Br
→ 2% | -5%
Cc1cc(C)c(OCC(=O)Nc2ccccc2N2CCCC2=O)c(C)c1
→ 0% | 5%
O=C(COC(=O)CCc1nc2ccccc2s1)Nc1ccc([N+](=O)[O-])cc1C(F)(F)F
→ -1% | -11%
CC(C)(C)c1ccc2c(c1)N(CC(=O)NCCCN1CCN(c3ccccc3F)CC1)C(=O)CO2
→ -10% | -2%
COc1ccccc1NC(=O)CC1Sc2ccccc2NC1=O (configuration not stated)
→ -16% | -8%
COc1ccc(NC(=O)CSc2nc3ccccc3c(=O)n2CCC(=O)NC2CCCCC2)c(OC)c1
→ 7% | 24%
CCOC(=O)C1CCN(C(=O)c2cn(-c3ccccc3)nc2-c2ccc(Br)cc2)CC1
→ -2% | -6%
CCOc1cccc(C2c3c(-c4cc(C)cc(C)c4O)n[nH]c3C(=O)N2Cc2cccnc2)c1 (configuration not stated)
→ -7% | 1%
COc1ccccc1CNC(=O)c1ccc2c(c1)N(Cc1cc(C)ccc1C)C(=O)c1ccccc1S2
→ -8% | -10%

Molecules above that have a CF3 group:
Each structure is followed by: AID inhibitor | UDG counter
O=C(Nc1ccc(Cl)cc1C(F)(F)F)c1ccc(-c2ccccc2)cc1
→ -5% | 0%
O=C(Nc1ccccc1C(F)(F)F)c1cc2nc(-c3ccccc3)cc(-c3ccccc3)n2n1
→ 37%[activator] | -13%
CCN(C(=O)CCc1nc(-c2ccc(C)cc2)no1)c1cccc(C(F)(F)F)c1
→ u | -16%
CN(CC(=O)Nc1cc(C(F)(F)F)ccc1Cl)C1CCc2ccccc21 (configuration not stated)
→ -14% | -4%
Cc1c(C(=O)N(C)C)sc2c1c(=O)n(-c1ccccc1C(F)(F)F)c(=O)n2Cc1ccccc1C#N
→ 120%[activator] | -5%
O=C(COC(=O)CCc1nc2ccccc2s1)Nc1ccc([N+](=O)[O-])cc1C(F)(F)F
→ -1% | -11%

The list goes on:
Each structure is followed by: AID inhibitor | UDG counter
Cc1cc(C)cc(Oc2coc3cc(OCC(=O)NCc4ccccc4)ccc3c2=O)c1
→ 2% | 1%
COC(=O)c1c(C)[nH]c(C(=O)OCC2CC2(Cl)Cl)c1C (configuration not stated)
→ -2% | 2%
COc1cccc(NS(=O)(=O)c2ccc3c(c2)CCCN3C(=O)C2CCC2)c1
→ -8% | -13%
Cc1c(C(=O)NC(c2ccccc2)c2nccn2C)oc2ccc(F)cc12 (configuration not stated)
→ -8% | -5%
COc1cc(NC(=O)CN2c3ccccc3S(=O)(=O)c3ccccc32)cc(OC)c1
→ 28% | -23%
COc1ccc(NC(=O)CSc2oc(-c3cccs3)nc2S(=O)(=O)c2ccccc2)c(OC)c1
→ 2% | -20%
Fc1cccc(F)c1-c1csc(NCc2ccco2)n1
→ -10% | -4%
Cc1nnc(NC(=O)CSc2nnc3c(n2)[nH]c2ccccc23)s1
→ 5% | -10%
CC(C)C1NC(=O)N(Cc2coc(-c3ccccc3)n2)C1=O (configuration not stated)
→ -7% | 3%
Cc1nn(C(=O)c2cccc(Cl)c2)c(C)c1S(=O)(=O)N1CCOCC1
→ 20% | 5%
COc1cc(OC)c(NC(=O)CCc2c(C)nc3cc(-c4ccccc4OC)nn3c2C)cc1Cl
→ 12% | 5%
Cc1ccc(-c2onc(C)c2C)cc1S(=O)(=O)Nc1ccc(Cl)cn1
→ -26% | -7%
Cc1ccc(-n2c(=O)c3c(C)c(C(=O)N(C)C)sc3n(CC(=O)N(C)c3ccccc3)c2=O)cc1C
→ -14% | 2%[57.5 µM]
CCc1ccccc1NC(=O)CCl
→ 5% | 7%
Cc1cccc(CNC(=O)c2oc3c(c2C)-c2nn(Cc4ccccc4Cl)cc2CC3)c1
→ u | -25%[57.5 µM]
COc1ccccc1NC(=O)NCCn1c(C(F)(F)F)nc2ccccc21
→ -16% | 10%
COc1ccc(C(=O)c2cn(Cc3ccccc3F)c3cc4c(cc3c2=O)OCO4)cc1
→ 1% | -1%
Cc1ccc(CNC(=O)Cc2c(C)c3c(O)cc(C)cc3oc2=O)cc1
→ -4% | 4%
OCc1cc2ccc(Br)cc2[nH]1
→ -6% | -3%
Cc1ccc(C(CNC(=O)c2cc(=O)c3cc(Cl)ccc3o2)N2CCN(C)CC2)o1 (configuration not stated)
→ 4% | -3%
COC(=O)CCOc1ccc(S(=O)(=O)Nc2ccc(C)cc2F)cc1
→ -7% | 7%
CSc1ccc(/C=C(/C#N)C(=O)Nc2c(C)cc(C)cc2C)cc1
→ -9% | -4%
Cc1ccc(C)c(NC(=O)CN2CCCN(Cc3cccc(Cl)c3)S2(=O)=O)c1
→ u | 10%
COc1ccc(N2CC(NC(=O)C(c3ccccc3)c3ccccc3)CC2=O)cc1 (configuration not stated)
→ -20% | -4%
Cc1cc2oc(C(=O)Nc3ccc(S(=O)(=O)N(C)Cc4ccccc4)cc3)cc(=O)c2cc1C
→ 7% | -4%
